Screening results (PubChem)
Rin1-Abl PPI inh = blocks binding of human Rin1 to Abl; TR-FRET Rin1/Abl binding, biochemical; P00519+Q13671; 360,000 compounds, 0.4% hits; inhibition, % at 7.35 µM; in the data active = inhibition above about 5%, passing the limit was not always enough
Neddyl block = blocks human cullin neddylation. TR-FRET cullin neddylation, biochemical. calls only at 25 µM. 360,000 compounds, 0.58% hits. AID 651699. P61081+Q13564; in the data active = inhibition above about 36%
Target sequence (P61081 whole entry, looked up): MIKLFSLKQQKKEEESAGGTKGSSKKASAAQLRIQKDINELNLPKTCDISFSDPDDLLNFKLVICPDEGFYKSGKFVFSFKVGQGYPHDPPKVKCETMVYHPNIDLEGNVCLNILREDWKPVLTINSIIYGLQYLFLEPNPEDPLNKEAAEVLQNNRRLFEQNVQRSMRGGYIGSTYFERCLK
Target sequence (Q13564 whole entry, looked up): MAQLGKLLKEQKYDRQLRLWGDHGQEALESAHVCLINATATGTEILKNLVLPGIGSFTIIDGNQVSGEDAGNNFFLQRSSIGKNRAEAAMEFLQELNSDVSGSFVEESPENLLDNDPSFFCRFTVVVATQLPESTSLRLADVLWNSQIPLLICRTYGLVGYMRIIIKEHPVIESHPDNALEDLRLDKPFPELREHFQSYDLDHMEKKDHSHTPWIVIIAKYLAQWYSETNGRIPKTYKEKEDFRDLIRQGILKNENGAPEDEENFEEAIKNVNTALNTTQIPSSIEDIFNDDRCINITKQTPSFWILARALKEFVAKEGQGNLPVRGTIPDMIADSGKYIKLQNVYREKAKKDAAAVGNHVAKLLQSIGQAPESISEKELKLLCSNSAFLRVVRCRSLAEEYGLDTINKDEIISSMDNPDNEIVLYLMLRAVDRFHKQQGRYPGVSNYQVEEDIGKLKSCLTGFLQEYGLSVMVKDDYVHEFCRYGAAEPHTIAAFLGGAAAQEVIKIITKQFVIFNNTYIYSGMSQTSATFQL
eLon inh = inhibits E. coli Lon protease; P0A9M0; purified E. coli Lon protease, fluorescence polarization; inhibition, % at 7.94 µM; 360,000 compounds, 0.42% hits; in the data active = inhibition above about 13%, passing the limit was not always enough;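 note: 0% = enzyme with probe and DMSO and 100% = no enzyme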
TbMetRS inhib = Trypanosoma brucei MetRS inhibition. purified T. brucei MetRS, ATP depletion, Kinase-Glo luminescence. inhibition, % at 11.9 µM. 360,000 compounds, 0.4% hits. AID 624268;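 active = inhibition above a per-plate cutoff of the control wells' mean inhibition plus 3 SD, cut at about 5.5% in these data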;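 note: 0% = DMSO wells median and 100% = median of wells with control inhibitor compound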
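technique = Kinase-Glo luminescence, ATP depletion format | system = purified MetRS (methionyl-tRNA synthetase) enzyme from Trypanosoma brucei | timing = 15 min preincubation, 2 h reaction, all 25 °C | evaluation = percent inhibition versus plate control medians | dosing = single dose, 11.9 µM final nominal, 0.9% final DMSO | also added = substrates ATP, L-methionine and bulk Escherichia coli tRNA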
MLLE-PAM2 inh = blocks PAM2 peptide binding to the PABP1 MLLE domain; P11940; GST-MLLE / FITC-PAM2 fluorescence polarization; inhibition, % at 20 µM; 360,000 compounds, 0.36% hits; in the data active = inhibition above about 35%, passing the limit was not always enough;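 note: plate controls were DMSO wells with GST-MLLE for no effect and wells lacking GST-MLLE protein for full effect; some results filed as inactive read as strong as hits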
bovine MsrA act = activates bovine MsrA enzyme | activation, % at 10.6 µM | purified bovine MsrA, absorbance read-out | 360,000 compounds, 0.3% hits | AID 602163; in the data active = activation above about 7.5%;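 note: 0% = vehicle and 100% = reference activator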
FAS TE block = blocks the thioesterase domain of human fatty acid synthase | P49327 | recombinant FAS-TE, OMFH fluorogenic substrate, fluorescence endpoint | inhibition, % at 15 µM | 360,000 compounds, 0.67% hits | AID 602261;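 active = compounds whose normalised, plate-corrected inhibition of enzyme fluorescence in the single-dose primary screen is 50% or more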;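 note: 0% = DMSO with enzyme and 100% = substrate without enzyme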
CSN inh = inhibitors of human CSN-mediated cullin deneddylation; Q92905; Purified CSN, SCF-Nedd8-OG deneddylation, fluorescence polarization; inhibition, % at 12.5 µM; 360,000 compounds, 0.38% hits;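 active = pattern-corrected inhibition above about 35%, with an unprinted fluorescence ratio check between 0.5 and 1.5, limit read from the data, passing the limit was not always enough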;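 note: 0% = enzyme with substrate and 100% = substrate without enzyme; some results filed as inactive read as strong as hits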
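Assay system: Purified human Csn5 enzyme expressed in HEK293T cells | Amount: Enzyme 0.24 nM | Measured by: Fluorescence polarization readout | Medium: Tris/NaCl/DTT buffer, pH 7.5 | Compound dosing: One concentration, 12.5 µM, 0.25% DMSO | Times: 90 min incubation of compound, enzyme and substrate at room temperature | Control set: no-enzyme wells high, enzyme-with-substrate wells low | Read-out: % inhibition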
MsrA inh = inhibits bovine methionine sulfoxide reductase A | purified bovine MsrA, absorbance read-out | inhibition, % at 15.5 µM | AID 651718 | 360,000 compounds, 0.75% hits; in the data active = inhibition above about 4.5%;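 note: 0% = vehicle wells with enzyme and 100% = reference inhibitor wells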
* marks the source's active call; other numbers are inactive results; i = inactive; nt = no result given. An unsorted share of the library (roughly 4% active in at least one column).

nr	Molecule	Rin1-Abl PPI inh	Neddyl block	eLon inh	TbMetRS inhib	MLLE-PAM2 inh	bovine MsrA act	FAS TE block	CSN inh	MsrA inh
1	Cc1ccc(C)c(Cn2nnc3c(=O)[nH]c(C4CCCN(C(=O)c5cccs5)C4)nc32)c1 (configuration not stated)	0	i	6	-0.9	4	-7	1	1	0.6
2	O=C(NC(Nc1ccc(F)cc1)(C(F)(F)F)C(F)(F)F)c1cccnc1	2	i	-6	0.0	-1	-2	-8	0	1.1
3	COc1ccc(C(=O)Nc2ccc(S(=O)(=O)N3CCCC3)cc2)c(OC)c1	0	i	-6	0.3	6	-2	2	7	0.2
4	Cc1cc2c(cc(C(=O)OC(C(=O)NCc3ccco3)C(C)C)n2C)o1 (configuration not stated)	1	i	6	-1.3	-31	-11	3	0	0.9
5	Cc1[nH]c(=O)[nH]c(=O)c1CSc1nnc(CCCCCNC(=O)OC(C)(C)C)o1	-3	i	-6	-0.2	-15	-2	15	0	1.2
6	Cc1nc(SCCC(=O)O)c2ccccc2n1	-176	i	-8	-0.7	20	-11	-10	5	1.8
7	O=C1C(=O)N(C/C=C/c2ccccc2)c2ccccc21	0	i	5	-1.6	7	-6	-1	2	-0.4
8	O=C(CNC(=O)c1ccc(Cl)cc1)N/N=C/c1cccnc1	1	i	6	0.5	2	-5	-4	1	-0.5
9	COc1ccccc1-c1cc(C(=O)NCCCN2CCOCC2)no1	0	i	1	0.0	5	-2	-3	3	0.5
10	CCN1CCN(c2ccc(S(=O)(=O)N3CCCCC3)cc2NC(=O)c2ccc(C)o2)CC1	-3	i	1	-0.3	-86	1	-9	0	nt
11	N#CCC(=O)Nc1ccc(C(=O)OC(C(=O)Nc2ccc([N+](=O)[O-])cc2Br)c2ccccc2)cc1 (configuration not stated)	1	i	-2	-0.3	-15	-8	33	6	0.2
12	Cc1cccc(C)c1NC(=O)Cc1cccs1	0	i	-20	-0.8	-5	6	-6	7	0.8
13	CCOc1cccc(CN2CCC(n3nccc3NC(=O)CCCc3ccccc3)CC2)c1	-2	i	-1	-0.7	-14	-2	5	-3	-0.4
14	CC(=O)Nc1cccc(NC(=O)C(=O)c2cn(CC(=O)N3CCCCC3)c3ccccc23)c1	-5	i	-6	-0.3	14	3	-5	0	0.4
15	Cc1ccc2c(c1C)OC(=O)CC2(C)C	-3	i	-21	-0.7	4	-4	-9	1	0.6
16	Fc1cccc(/C=N/Nc2nccnc2Cl)c1	-1	i	-4	-0.7	0	-2	-4	1	1.8
17	CCCc1c(CC)c(=N)c2ccccc2n1C	3	i	3	-1.2	-118	-8	-6	-2	nt
18	CCc1cc2c(=O)[nH]c(CC(N)=O)nc2s1	1	i	5	-1.0	7	-7	-7	-3	-0.2
19	Cc1cc(C)c[n+](-c2[nH]c(=O)sc2/C=N/N=C(\[O-])c2cccnc2)c1	-1	i	21	-0.4	36*	-10	-10	-2	5.6*
20	CC(C)C[C@H](NC(=O)N1c2ccccc2NC(=O)[C@@H]1C(C)C)C(=O)N[C@@H](Cc1ccccc1)C(=O)O	-1	i	-2	0.0	2	-2	-5	2	0.4
21	CCOC(=O)c1ccc(NC(=O)C(C)Sc2nc(O)c(-c3ccccc3)c(=O)[nH]2)cc1 (configuration not stated)	0	i	-3	-1.2	18	-3	-8	-5	-0.4
22	O=C(Nc1sc2c(c1-c1nc3ccccc3[nH]1)CCCC2)C1CC1	-3	nt	-9	-0.9	-11	0	-6	2	1.2
23	CCN(C(=O)CSc1nc2cc(C(=O)O)ccc2c(=O)n1-c1ccccc1F)C1CCS(=O)(=O)C1 (configuration not stated)	-2	i	4	-0.1	3	-2	-10	2	0.4
24	COc1ccc(C(=O)O/N=C(\N)c2ccccc2)cc1	2	i	-8	-1.9	-12	0	-2	-1	-1.0
25	CC1CCN(C(=O)c2cc(S(=O)(=O)N3CCOCC3)ccc2N2CCCC2)CC1	-3	i	5	-0.3	-17	-6	-2	-1	0.0
26	CC(=O)N1[C@H](C)C=C[C@]1(Cc1ccccc1)C(=O)NCCc1c[nH]c2ccccc12	2	i	7	0.2	5	-2	-11	2	nt
27	COCCC1CCCCN1C(=O)c1cc(COc2cccc(C(C)=O)c2)on1 (configuration not stated)	0	i	-7	-0.4	-11	-4	-7	-1	0.9
28	CCOc1ccc(NC(=O)[C@@H](NC(=O)c2ccco2)C(C)C)cc1	4	i	0	-0.5	-20	-1	1	-4	-0.4
29	CC(C)CN(CCCNC(=O)CN1C(=O)CSc2ccc(S(=O)(=O)N3CCOCC3)cc21)CC(C)C	-1	i	-3	-0.2	-9	-7	-9	-4	-0.2
30	COc1ccc(OC)c(N2C(=O)CC(Cc3cc(C)cc(C)c3)C2=O)c1 (configuration not stated)	3	i	2	-0.4	-2	-2	5	7	0.3
31	COc1ccc(OCCN2CCC(C(=O)NC(c3ccc(Cl)cc3)c3cccnc3)CC2)cc1 (configuration not stated)	3	i	6	-0.1	14	-1	8	-1	1.2
32	Cc1cccc(CN2CCN(C(=O)c3ccccc3F)CC2)c1	-1	i	7	0.1	-4	-3	-4	-1	1.4
33	C(=N\N1CCN(C2c3ccccc3-c3ccccc32)CC1)/c1ccncc1	2	i	0	-1.1	10	5	14	3	-0.2
34	N#Cc1ccccc1S(=O)(=O)N1CCN(S(=O)(=O)c2ccc(Br)c(C(=O)O)c2)CC1	4	i	-1	0.4	6	0	-1	-4	-0.9
35	O=C(CSc1ccc(Cl)cc1)Nc1cccc(NC(=O)c2ccco2)c1	0	i	-14	0.1	0	-1	15	-2	-1.5
36	CCN1CCN(Cc2c(O)ccc3c(=O)c(-c4ccc(OC)c(OC)c4)c(C)oc23)CC1	5	nt	0	-1.8	-10	-12	-14	0	2.4
37	CCOC(=O)C1=CN(Cc2cccc(F)c2)S(=O)(=O)N(C)C1c1cccc(OC)c1 (configuration not stated)	-2	i	-1	-0.3	-23	-2	20	2	-1.2
38	CC(C)(C)C(=O)NC1CCN(S(C)(=O)=O)CC1	-2	i	-1	-0.3	6	0	-5	4	-0.1
39	CC[C@@H](C)[C@H](NC(=O)OCc1ccccc1)c1nnc([C@@H](NC(=O)OCc2ccccc2)[C@@H](C)CC)o1	0	i	-6	-0.2	9	0	13	-5	-0.7
40	CCN1CCCC1CNC(=O)C1CCN(Cc2nc(-c3cccc(Br)c3)oc2C)CC1 (configuration not stated)	-3	i	-7	-1.6	-24	-11	-7	5	nt
41	CCOC(=O)C1=C(C)NC(=NC)SC1c1ccccc1 (configuration not stated)	1	i	-1	0.4	3	-5	-1	1	3.5
42	CCCc1nnc(SCC(=O)O)n1CC	-1	i	4	-0.7	5	-4	-6	4	0.2
43	COc1ccccc1C=NN=C(NN=Cc1ccccc1OC)NN=Cc1ccccc1OC	4	i	-2	-0.1	10	2	33	2	3.0
44	COC(=O)CCC(=O)OC1(C)C(=O)C=C2C=C(C3CC3)N(Cc3ccc(OC)cc3)C=C2C1=O (configuration not stated)	-4	i	3	-0.2	2	-4	-14	-6	0.5
45	CSCC(=O)N1CCCC(CNC(=O)c2ccccc2Cl)C1 (configuration not stated)	2	i	7	0.0	2	-1	-1	-1	1.5
46	COC(=O)C1=C(CS(=O)(=O)c2ccc(OC)cc2)NC(=O)NC1c1ccccc1 (configuration not stated)	-1	i	-1	-0.1	-10	-5	-4	-3	-0.5
47	O=C(CCC(=O)OCc1ccc([N+](=O)[O-])cc1)Nc1ccccc1Cl	-4	i	-10	0.0	-10	-3	-4	-1	0.1
48	O=C(Cc1cccs1)Nc1ccc(Cl)cc1	-4	i	-3	0.3	0	0	3	0	-0.5
49	COC(=O)C1=CN(Cc2ccc(OC)c(OC)c2)C=C(C(=O)OC)C1c1ccccc1F	0	nt	-7	-0.3	-2	-2	13	1	-0.8
50	CCOC(=O)c1cn(CC(=O)Nc2ccc(C)cc2)nn1	-3	i	1	-1.1	2	-11	-8	-4	-0.2

Whole records as entered above.
Profile of COC(=O)CCC(=O)OC1(C)C(=O)C=C2C=C(C3CC3)N(Cc3ccc(OC)cc3)C=C2C1=O (configuration not stated) : Rin1-Abl PPI inh: -4; Neddyl block: i; eLon inh: 3; TbMetRS inhib: -0.2; MLLE-PAM2 inh: 2; bovine MsrA act: -4; FAS TE block: -14; CSN inh: -6; MsrA inh: 0.5
Profile of COC(=O)C1=CN(Cc2ccc(OC)c(OC)c2)C=C(C(=O)OC)C1c1ccccc1F : Rin1-Abl PPI inh: 0; Neddyl block: nt; eLon inh: -7; TbMetRS inhib: -0.3; MLLE-PAM2 inh: -2; bovine MsrA act: -2; FAS TE block: 13; CSN inh: 1; MsrA inh: -0.8

(further entries)
nr	Molecule	Rin1-Abl PPI inh	Neddyl block	eLon inh	TbMetRS inhib	MLLE-PAM2 inh	bovine MsrA act	FAS TE block	CSN inh	MsrA inh
51	CC(=O)Nc1ccc(S(=O)(=O)c2c(N)n(CCN3CCOCC3)c3nc4ccccc4nc23)cc1	-4	nt	-11	1.3	-11	-12	-7	8	4.5
52	N/C(Cc1cccc2ccccc12)=N\OC(=O)COc1ccccc1	-5	i	-2	0.0	0	4	-3	-1	0.0
53	CC(C)Cc1nc2sc3c(NCc4ccco4)ncnc3c2c2c1COC(C)(C)C2	4	i	-7	-0.4	-3	-6	5	10	-1.4
54	COC(=O)c1ccc(Cl)c(NC(=O)CN2CCOCC2)c1	-1	i	-9	0.5	-1	1	-4	-6	0.7
55	O=C(CSc1ccc(-c2ccc(F)cc2)nn1)N1CCCCC1	1	i	-4	-0.8	18	-3	-3	-2	nt
56	O=S(=O)(NCCc1cn2ccccc2n1)c1ccc2c(c1)OCCO2	6	i	-17	0.1	-4	-5	-7	2	0.9
57	C=CCOc1ccc2cccc(/C=N/NC(=O)c3cc4cc([N+](=O)[O-])ccc4s3)c2c1	-3	i	-11	-0.8	-11	-11	-22	3	0.2
58	COC(=O)CCc1c(C)c(C(=O)c2cccc(OC)c2OC)c2ccccn12	-1	i	2	-0.4	13	-6	-2	-3	1.4
59	CCCCNC(=S)NNC(=O)c1csc(C)c1	-2	i	-3	0.0	-18	-1	-4	-3	0.9
60	COC(=O)c1ccccc1NC(=S)NC(C)=O	-2	i	4	-0.4	10	-1	-1	-1	0.2
61	O=C1Cc2cc(NS(=O)(=O)c3cc(F)ccc3F)cc3c2N1CCC3	1	i	-5	-0.3	-16	-1	-3	5	nt
